Kir21 block = Kir2.1 (mouse) channel inhibition; B-score at 10 µM; P35561; HEK293-Kir2.1, FluxOR thallium flux fluorescence; active compounds read low; 310,000 compounds, 0.85% hits;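 active = fluorescence ratio B-score at or below minus 3 SD of library scores, with starting-brightness B-score within 2 SD, cut at about -4.2 in these data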;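 also: channel flux triggered by added potassium and thallium sulfate stimulus; B-score of peak minus minimum fluorescence over baseline after thallium stimulus; more negative B-score means stronger Kir2.1 block with less thallium influx; some compounds called inactive have numbers as strong as hits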
Target sequence (P35561 whole entry, looked up): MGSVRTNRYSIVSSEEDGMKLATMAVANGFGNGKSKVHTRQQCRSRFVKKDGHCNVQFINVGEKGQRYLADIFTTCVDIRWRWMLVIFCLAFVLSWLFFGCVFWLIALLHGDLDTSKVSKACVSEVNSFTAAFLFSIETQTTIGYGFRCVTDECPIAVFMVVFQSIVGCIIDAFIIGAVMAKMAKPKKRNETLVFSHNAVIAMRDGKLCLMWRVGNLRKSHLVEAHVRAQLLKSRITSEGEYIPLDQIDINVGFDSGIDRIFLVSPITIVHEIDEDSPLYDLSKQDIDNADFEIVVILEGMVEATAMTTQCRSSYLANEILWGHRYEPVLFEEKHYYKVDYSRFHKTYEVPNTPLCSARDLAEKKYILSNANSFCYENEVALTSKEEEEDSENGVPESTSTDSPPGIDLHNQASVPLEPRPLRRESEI
STK33 inh = inhibitors of human STK33 kinase | AID 2661 | purified STK33, MBP phosphorylation, ADP-Glo luminescence | inhibition, % at 10 µM | Q9BYT3 | 320,000 compounds, 0.073% hits;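 active = inhibition at or above 25%, using the most active replicate where run in duplicate; inactive = inhibition below 25%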
Target sequence (Q9BYT3 whole entry, looked up): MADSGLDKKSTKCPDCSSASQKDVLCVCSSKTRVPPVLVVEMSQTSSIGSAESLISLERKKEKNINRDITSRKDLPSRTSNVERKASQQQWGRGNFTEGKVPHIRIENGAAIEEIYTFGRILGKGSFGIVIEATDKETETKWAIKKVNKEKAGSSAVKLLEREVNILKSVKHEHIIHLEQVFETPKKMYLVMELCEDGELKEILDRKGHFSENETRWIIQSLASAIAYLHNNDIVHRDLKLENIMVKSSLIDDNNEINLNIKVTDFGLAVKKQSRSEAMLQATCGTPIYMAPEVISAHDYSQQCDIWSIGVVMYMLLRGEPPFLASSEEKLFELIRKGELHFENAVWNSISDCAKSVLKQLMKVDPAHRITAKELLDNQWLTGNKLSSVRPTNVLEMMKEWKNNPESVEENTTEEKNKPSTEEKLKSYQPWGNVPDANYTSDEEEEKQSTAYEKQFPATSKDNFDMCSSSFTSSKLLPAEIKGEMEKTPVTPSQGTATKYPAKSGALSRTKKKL
An asterisk follows results filed as active; . = not tested or not shown.

The line under a structure holds: Kir21 block	STK33 inh
> CCCc1ccc(C(C)NC(=O)c2cnccn2)cc1 (stereo not drawn)
 : 1.1	-0.6
> Cc1ccc(S(=O)(=O)N2CCNC(=O)CC2)cc1
 : 1.8	-1.4
> Cn1c(N)c(S(=O)(=O)NCc2ccccc2Cl)c(=O)n(C)c1=O
 : 1.3	-0.6
> O=C(OCC(=O)N1CCN(C(=O)c2ccco2)CC1)c1ccccc1NCCO
 : 0.07	-0.4
> O=C(CCc1ccccc1)N=C1SC2CS(=O)(=O)CC2N1Cc1ccc(F)cc1 (stereo not drawn)
 : 0.63	1.2
> COc1ccc(CNc2ccc(-c3ccc(OC)cc3)nn2)cc1
 : 1.5	-0.6
> CNC(=O)c1nc(C)n(-c2cc(Cl)cc(Cl)c2)n1
 : 1	-2.2
> CC(=O)n1c(Cl)c(NC(=O)CCl)c2ccccc21
 : -0.45	0.5
> CCC(=O)N(CCC(c1ccco1)C(C)C)Cc1ccccc1 (stereo not drawn)
 : -6.1*	-0.7
> O=C(O)c1cn[nH]c1-c1cccc([N+](=O)[O-])c1
 : -2.3	1.4
> C/C=C(\C)c1nnc(NC(=O)c2ccco2)s1
 : -0.94	0.2
> O=C(NC1CCCCC1)C(=S)N1CCOCC1
 : -1.6	-1.6
> c1ccc2[nH]c(-c3ccncc3)nc2c1
 : -0.48	5.2
> CCOC(=O)N1CCC(Nc2c(NCCN3CCN(c4cccc(Cl)c4)CC3)c(=O)c2=O)CC1
 : 0.51	-0.9
> CC(NC(=O)c1ccccc1)c1ccc(Br)cc1 (stereo not drawn)
 : 0.49	-0.6
> COC(=O)c1ccc(/C=C(\C#N)c2nc3ccccc3s2)cc1
 : 0.29	-1.1
> CCOC(=O)N1CCN(C(=O)C2CCN(S(=O)(=O)CC)CC2)CC1
 : -0.74	-1.7
> Fc1ccc(CSc2nnc(CN3CCOCC3)n2-c2ccccc2)c(Cl)c1
 : -2.2	1.4
> C(=C\n1nnc2ccccc21)/c1ccc[nH]1
 : -0.01	4.0
> C=CCc1ccccc1OCCn1ccnc1
 : 0.01	0.4
> NC(=O)c1cc2cc(Cl)ccc2o/c1=N/NC(=O)c1cccs1
 : -0.17	-1.1
> CCn1cc(C(=O)NCc2cccnc2)c2cc(OC)c(OC)cc2c1=O
 : 0.96	-0.1
> CN(C)C(=O)/C(=C\c1cccc(Oc2ccccc2)c1)NC(=O)c1ccccc1
 : 0.05	-0.9
> Cc1ccc(NS(=O)(=O)c2cccc(C(=O)Nc3c(C)n(C)n(-c4ccccc4)c3=O)c2)cc1
 : 0.03	-2.1
> Cc1c(S(=O)(=O)c2ccccn2)c(N)n(Cc2ccccc2)c1C
 : 0.29	0.8
> COCCCNC(=O)CCNS(=O)(=O)c1ccc(C)cc1
 : -0.1	-0.5
> CC(NC(=S)Nc1ccccc1)C1COc2ccccc2O1 (stereo not drawn)
 : 0.02	.
> CCN(CC)CCCNC(=O)Cn1cc2c(n1)CCC(C)C2 (stereo not drawn)
 : 0.23	-0.5
> COc1ccc(-c2cc(C(F)(F)F)n3nc(C(=O)NCc4ccco4)c(Cl)c3n2)cc1
 : 1.2	-0.3
> CCOC(=O)Cc1csc(NC(=O)c2cnc3scc(C)n3c2=O)n1
 : 1.1	-0.9
> N/C(=N\OC(=O)COc1ccccc1)c1ccncc1
 : -0.26	-0.2
> O=C(CCNC(=O)Cn1ccc2ccccc2c1=O)NCCN1CCc2ccccc2C1
 : 0.2	-1.4
> O=C(O)c1ccc(CNC(=O)c2ccc3c(c2)C(=O)N(Cc2cccnc2)C3=O)cc1
 : 1.7	-0.5
> CCOC(=O)C1=C(Nc2ccc(C)cc2)CC(C)(O)C(C(=O)OCC)C1c1ccccc1 (stereo not drawn)
 : 0.67	-0.6
> Cc1cc(C)c(C)c(OCC(=O)O/N=C(\N)c2ccccn2)c1
 : 0.17	-0.2
> O=c1c(-c2cccc([N+](=O)[O-])c2)[n+]([O-])c2ccccc2n1O
 : 0.43	0.0
> COC(=O)CSc1nnc(-c2ccc(NS(=O)(=O)c3ccccc3)cc2)o1
 : -0.81	-0.1
> C=CCO/N=C/C1C(=O)CC(C)(C)CC1=O
 : -0.92	-1.1
> CSc1ccccc1NC(=O)CN(C)CC(=O)Nc1cc(C)ccc1C
 : -0.56	-1.0
> Cc1[nH]c(=O)[nH]c(=O)c1S(=O)(=O)N1CCN(c2cccc(Cl)c2)CC1
 : 1	0.7
> Cc1cc(C)c(S(=O)(=O)c2ccccc2C(C)C)c(=O)[nH]1
 : 0.15	-0.9
> COc1ccc(S(=O)(=O)N2CCCC(C(=O)N3CCOCC3)C2)cc1C (stereo not drawn)
 : 1.4	-1.7
> O=C(N/C(=C/c1ccco1)C(=O)N1CCCCC1)c1cccs1
 : -1.5	0.1
> Cc1ccsc1C(=O)OCC(=O)c1ccc[nH]1
 : .	-1.1
> O=C(Nc1cccc(-c2nc3ncccc3o2)c1)c1cc2ccccc2o1
 : 0.89	1.6
> COc1ccc(NC(=O)CN(C)C(=O)c2sc3ccccc3c2Cl)cc1
 : 0.08	-1.1
> Cc1cc(N)nc(SCC(=O)N2C(C)CCCC2C)n1 (stereo not drawn)
 : 0.05	-1.8
> COc1ccccc1-c1coc2c(CN3CCCCC3C)c(O)ccc2c1=O (stereo not drawn)
 : -0.69	-0.4
> COc1ccccc1Nc1nc(NCCC(C)C)nc(N)c1[N+](=O)[O-]
 : 0.71	-4.2
> COc1ccccc1Sc1ccccc1/C=N/NC(N)=O
 : 1.5	0.1
> COCC1CCN(C(=O)c2cc(COc3cccc4cnccc34)on2)CC1
 : 0	1.3
> Cc1cc(C)nc(SCc2ccc(C(=O)N/N=C/c3cccc(O)c3O)cc2)n1
 : -1.1	-0.9
> CCOc1ccc(N2CC(C(=O)Nc3nnc(SCCOC)s3)CC2=O)cc1 (stereo not drawn)
 : -2.1	-0.5
> CC(C)(C)[C@H]1COC(=O)[C@H](NC(=O)OCC2c3ccccc3-c3ccccc32)C/C=C\C[C@@H](CC(=O)N[C@@H](CO)Cc2ccccc2)C(=O)N1
 : .	-0.8
> O=C(COC(=O)CC1CCCC1)Nc1cccc(F)c1
 : .	-0.2
> COc1ccccc1OCC(=O)NCC(c1cccs1)N1CCOCC1 (stereo not drawn)
 : 1.1	-0.6
> CN1C(=O)/C(=C\c2ccco2)N=C1c1ccc(Cl)cc1Cl
 : -2.7	0.8
> CC(=O)NCCNC(=O)c1ccc(Cn2c(=O)[nH]c3ccsc3c2=O)cc1
 : 1.2	-0.7
> CC(=O)c1cn(CC(=O)Nc2ccccc2)c2ccccc12
 : 1.3	-0.3
> Cc1ccc(CC2CC(=O)N(c3nc4ccccc4n3C)C2=O)cc1 (stereo not drawn)
 : -0.01	-2.5

Quoted at random: four entries already listed, in no set order.
The line under a structure holds: Kir21 block	STK33 inh
> Cc1ccsc1C(=O)OCC(=O)c1ccc[nH]1
 : .	-1.1
> Cc1cc(N)nc(SCC(=O)N2C(C)CCCC2C)n1 (stereo not drawn)
 : 0.05	-1.8
> COc1ccccc1Sc1ccccc1/C=N/NC(N)=O
 : 1.5	0.1
> O=c1c(-c2cccc([N+](=O)[O-])c2)[n+]([O-])c2ccccc2n1O
 : 0.43	0.0

Continued.
The line under a structure holds: Kir21 block	STK33 inh
> CC(C)N(C(=S)Nc1cccnc1)c1ccccc1
 : -0.83	-0.6
> COC(=O)/C(=C\C(=O)c1ccc([N+](=O)[O-])cc1)Nc1ccc(OC)cc1
 : 0.06	-2.5
> COc1cccc(NC(=O)c2nn(C)cc2Br)c1
 : 1.1	2.1
> CCc1cccc(OCC(=O)Nc2ccc(S(=O)(=O)Nc3onc(C)c3C)cc2)c1
 : 0.31	0.3
> Cc1nnc(SCC2=C(C(=O)O)N3C(=O)C(NC(=O)Cn4ncc(Cl)c4C)C3SC2)s1 (stereo not drawn)
 : -0.44	0.5
> CCNC(=O)CN(c1ccc(Br)c(C)c1)S(C)(=O)=O
 : -1.6	-0.3
> Oc1ccc(Br)cc1-c1cc(-c2ccco2)[nH]n1
 : -1.6	5.7
> O=[N+]([O-])c1ccc(N/N=C/c2ccc(OCc3cccc4ccccc34)cc2)nc1
 : -0.03	-1.6
> CCC(C)(C)NC(=O)C(c1cccc(OC)c1OC)N(CC(C)C)C(=O)CCC(=O)Nc1cc(C)on1 (stereo not drawn)
 : -0.78	-1.3
> Cc1ccc2oc(C(=O)N3CCN(CCO)CC3)c(C)c2c1
 : -0.04	0.7
> Cc1ccccc1-c1ccc(=O)n(CC(=O)Nc2ccc(N3CCOCC3)cc2)n1
 : 0.59	-0.8
> O=C(Nc1nc(-c2ccccc2)cs1)Nc1ccc(F)cc1F
 : 1.5	-0.8
> NS(=O)(=O)c1cc(C(=O)OCC(=O)NC2CC2)ccc1Cl
 : 0.64	-2.2
> CCOc1ccc(NC(=O)C/C(C)=N/NC(=O)Cc2cccs2)cc1
 : 0.04	-0.5
> COc1cccc(NC(=O)c2ccc3c(c2)N(C)CCS3)c1
 : 1.2	0.0
> COC(=O)c1cc(OC)c(OC)cc1NC(=O)c1ccco1
 : 1.9	-1.4
> COc1ccccc1NS(=O)(=O)c1cc(C(=O)NCC(C)(C)N2CCOCC2)ccc1C
 : 0	0.0
> O=C(NNc1ccccc1F)c1ccccc1
 : -0.93	-0.6
> Cc1ccc(-c2cnc(N)n2C)cc1C
 : 0.24	-1.8
> NC(=O)NCc1ccccc1F
 : -0.71	-0.9
> O=S1(=O)[C@H]2C[C@@H]3C=C[C@@]2(CN1Cc1ccc(F)cc1)O3
 : -0.03	-0.6
> CCN1CCN(CC(=O)N2N=C(c3cccs3)CC2c2ccc(OC)c(OC)c2)C(=O)C1=O (stereo not drawn)
 : 0.05	1.0
> O=C(Nc1cc([N+](=O)[O-])ccc1F)c1ccc2ccccc2c1
 : 2.6	-0.9
> O=C1c2c(O)cc(O)cc2O[C@H](c2ccc(O)cc2)[C@H]1O
 : 0	3.7
> Cc1ccc(CNC(=O)CCc2nc(-c3cccs3)no2)cc1
 : 1.6	-1.6
> Nc1sc2c(c1C(=O)NCCc1ccccc1)CCC2
 : 1.6	-1.3
> Cc1ccc(C(=O)C(=S)N2CCOCC2)cc1
 : -0.32	-1.2
> N#Cc1cc(-c2ccccc2)nc(NN)n1
 : 2.2	0.1
> Cc1ccc(-n2c(CNC(=O)c3cccs3)nnc2SCC(=O)NO)cc1
 : -2.5	0.4
> O=c1c2nnn(Cc3ccccc3)c2ncn1-c1ccccc1
 : -0.69	-2.0
> Cc1cnc(C(=O)OCC(=O)Nc2cc(S(=O)(=O)N3CCCCC3)ccc2Cl)cn1
 : 0.19	0.5
> O=C(NCCc1ccccc1)c1cc(-c2ccccc2)c(N2CCOCC2)s1
 : -0.43	0.0
> Cc1ccc(NC(=S)Nc2cccc3cnccc23)cc1C
 : -0.02	5.4
> CCCOc1ccc(CSC(=N)N)cc1C(=O)OC
 : -0.41	-1.8
> O=C(Nc1cccnc1Cl)c1cc([N+](=O)[O-])ccc1Cl
 : -1.2	-1.3
> CCCc1cc(=O)[nH]c(SCC(=O)Nc2cc(C)on2)n1
 : -1.5	-0.4
> CCOC(=O)c1ccccc1NC(=O)CSc1ncc(C(=O)OCC)c(N)n1
 : -0.01	0.2
> Nc1nc(SCCO)[nH]c(=O)c1NC(=O)c1ccco1
 : .	0.1
> CC1Oc2ccccc2N(CC(=O)NC2CC2)C1=O (stereo not drawn)
 : 0.76	-0.9
> CCNC(=O)N1CCC(n2nccc2NC(=O)CCOc2ccccc2)CC1
 : -0.08	-1.8
> COc1ccc(C(=O)NC(C)CCc2ccccc2)c(O)c1 (stereo not drawn)
 : 0.03	-0.7
> O=C(CN(Cc1cccs1)C(=O)CNS(=O)(=O)c1ccc(Cl)cc1)NCc1ccco1
 : 0.01	-1.6
> CC(C)Cn1c(-c2ccncc2)n[nH]c1=S
 : 3	0.2
> O=C(CN(C(=O)c1csnn1)c1ccccc1Cl)NCCc1ccccc1
 : -2.1	-2.9
> COc1ccc(CNC(=O)c2sc3nc4c(c(C(F)(F)F)c3c2N)CCC4)cc1OC
 : -0.67	-0.7
> Cn1c(SCCC#N)nnc1-c1ccc(F)cc1
 : 0.54	-0.2
> COc1ccc(CCNC(=O)CSc2nc3c(c(=O)n(C)c(=O)n3C)n2C(C)C)cc1OC
 : 1.1	1.0
> c1ccc2c(c1)CC(N1CCCCC1)c1ccccc1N2 (stereo not drawn)
 : 0.06	-3.6
> CCOc1ccccc1C(=O)NC(CO)C(=O)O (stereo not drawn)
 : -0.69	-1.7
> COc1ccccc1NC(=O)COC(=O)[C@@H]1CCCN1C(=O)c1cccs1
 : -0.15	-0.5
> CC(C)(C)NC(=O)NC(=O)COC(=O)CNS(=O)(=O)c1ccc(Br)cc1Cl
 : -0.5	-0.4
> O=C(NCc1ccccn1)c1cc(-c2ccncc2)nc2ccccc12
 : -0.64	-1.3
> CCCCn1c(N)c(N(CCC(C)C)C(=O)C2CCN(C(=O)c3ccccc3C)CC2)c(=O)[nH]c1=O
 : 1.4	0.4
> Cc1cccc(C(=O)Nc2ccc(O)c3c(=O)cc(-c4ccccc4Cl)oc23)c1
 : 1.2	1.6
> O=C(Nc1ccncc1)c1ccc(S(=O)(=O)Nc2ccccc2)cc1
 : 0.19	0.9
> NNC(=S)Nc1cccc(Cl)c1
 : -0.7	-1.9
> O=C(Nc1cccc(Cl)c1N1CCCC1)c1ccc([N+](=O)[O-])o1
 : 0.81	0.5
> CC(=O)Nc1nonc1NC(=O)CSc1ccccn1
 : -0.97	-0.8
> O=C(NCc1cccs1)Nc1cccc(Cl)c1
 : 0.75	-3.3
